Bioassay records (PubChem BioAssay)
KOR beta-arrestin-1 = kappa opioid receptor activators – cell-based, luminescence, uHTS, primary screen (AID 1777); KOR beta-arrestin recruitment, luminescence; higher % means a stronger effect; 0.02% of 280,000 active; activation, % at 10 µM; hits with a dose series show EC50 in µM; in the data active = activation above about 50%, passing the limit was not always enough; also: a part of the inactive calls stands beside numbers as strong as those of hits
M17LAP inhibition = P. falciparum M17LAP inhibitors, primary screen, biochemical, fluorogenic H-Leu-NHMec substrate, 1536-well (AID 1619); recombinant M17LAP, H-Leu-NHMec fluorogenic kinetic assay; higher % means a stronger effect; one-dose inhibition, % at 30 µM; IC50 in µM for titrated hits; 0.38% of 220,000 active;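 active = compound inhibiting the enzyme by more than half at any dose during confirmatory dose-response retesting; inconclusive = strong single-dose inhibitors picked by rank but not retested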;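 also: plate controls were full reaction with DMSO carrier for no effect and no enzyme background for full effect; strong numbers were not always called active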
AID2073 = disruptors of CaV2.2 binding to Mint1 – biochemical, HTRF (AID 2073). 0.19% of 290,000 active. HTRF protein-protein interaction, Mint1-CaV2.2; higher % means a stronger effect. inhibition, % at 20 µM, or IC50 in µM where a hit was titrated; in the data active = inhibition mostly above about 51%, no sharp cut-off; inconclusive = no clear call, values can overlap the other calls; inactive = mostly below about 53%; also: some results filed as inactive read as strong as hits
HEK293 NOD2/NF-kB = NOD2 signaling inhibitors, cell-based, luminescence, uHTS, HEK293 (AID 1566). HEK293 NOD2/NF-kB luciferase reporter, luminescence; higher % means a stronger effect. one-dose inhibition, % at 4 µM; EC50 in µM for titrated hits. 0.63% of 290,000 active; also: many of its hits are not listed in these tables
NOD1 inhibition = NOD1 signaling inhibitors, primary screen, cell-based, luminescence, uHTS (AID 1578). inhibition, % at 4 µM; hits with a dose series show EC50 in µM. NOD1-driven NF-kB luciferase reporter cells, luminescence; higher % means a stronger effect. 1% of 290,000 active; in the data active = inhibition mostly above about 36%, no sharp cut-off; inactive = mostly below about 34%;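 also: HEK-293T reporter cells stimulated with the NOD1 agonist gamma-tri-DAP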
P. falciparum M1AAP = P. falciparum M1AAP inhibitors, biochemical, fluorogenic H-Leu-NHMec substrate, 1536-well (AID 1445); recombinant M1AAP, H-Leu-NHMec fluorogenic kinetic assay; higher % means a stronger effect; inhibition, % at 30 µM, or IC50 in µM where a hit was titrated; 0.42% of 220,000 active;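 active = primary inhibition above the hit cutoff, then over 50% inhibition at one or more dose response concentrations, cut at about 23% in these data, passing the limit was not always enough; inconclusive = conflicting primary data, or primary hits not chosen for dose response; inactive = low primary inhibition, or under 50% at every dose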;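 also: plate controls were DMSO full reaction for no effect and no enzyme background for full effect; strong numbers were not always called active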
KOR beta-arrestin-2 = kappa opioid receptor blockers – cell-based, luminescence, uHTS (AID 1778); KOR beta-arrestin recruitment, luminescence, antagonist mode; higher % means a stronger effect; inhibition, % at 10 µM; hits with a dose series show IC50 in µM; 0.091% of 290,000 active; also: strong numbers were not always called active
Dynein cargo inh = blocks dynein driven cargo transport along microtubules | 3617.4 mouse cells, GR-EGFP nuclear translocation imaging; test concentration mostly 20 µM; stimulated with dexamethasone, 1 µM; stronger effect = lower value | z-score, hits read low | 0.47% of 220,000 active;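 active = plate z-score of nuclear minus cytoplasmic receptor signal below a set negative limit, without overly bright fluorescence or cell loss, cut at about -3.5 in these data, passing the limit was not always enough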;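 also: z-score of nuclear minus cytoplasmic ring GR-EGFP intensity difference per well; some compounds called inactive have numbers as strong as hits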
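Buffer or medium: tet-free medium with charcoal-stripped serum / Also added: dexamethasone agonist, 1.0 µM final, for 30 min / Timing: induction 48 h, compound 1 h, agonist 30 min / Measured by: high-content fluorescence imaging after fixation / Read-out: nuclear-to-cytoplasmic GR-EGFP distribution per well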
GPR55 activation = selective activators of receptor GPR55 – imaging, U2OS cells, beta-arrestin-GFP redistribution, primary screen (AID 1961); U2OS GPR55 beta-arrestin-GFP redistribution imaging; higher % means a stronger effect; activation, % at 10 µM, or EC50 in µM where a hit was titrated; 0.048% of 290,000 active;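 active = activation above 40% with more than 50 cells counted in the well; inconclusive = wells holding fewer than 50 cells, flagged as toxic or sparse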;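 also: U2OS osteosarcoma cells stably expressing GPR55 and beta-arrestin-GFP; plate controls were DMSO negative control for no effect and LPI positive control for full effect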
Dynein cargo inh cytoplasmic EGFP = further read-out of Dynein cargo inh, marked with its call; z-score; measured here: cytoplasmic GR-EGFP intensity; stronger effect = higher value
Dynein cargo inh nuclear GR-EGFP = also measured in Dynein cargo inh; calls as there; z-score; measured here: nuclear GR-EGFP intensity;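 lower value marks the stronger effect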
Dynein cargo inh cell count = further read-out of Dynein cargo inh, marked with its call; z-score; measured here: cell count per field
* = called active by the depositor; ? = inconclusive; . = not tested or not shown; [ ] = another dose, or the depositor's remark. Rule as the data show it, unless noted: active = inhibition above about 50%; inactive = the rest. Not all compounds are listed, so the mix of outcomes need not match the whole.

The line under a structure holds: P. falciparum M1AAP, GPR55 activation, NOD1 inhibition, KOR beta-arrestin-1, Dynein cargo inh nuclear GR-EGFP, Dynein cargo inh cytoplasmic EGFP, AID2073, Dynein cargo inh, M17LAP inhibition, Dynein cargo inh cell count, KOR beta-arrestin-2, HEK293 NOD2/NF-kB
C=CCn1nnnc1SCC(=O)Nc1ccc(OC)cc1
  ., 0.4%, 6%, 9.0%, ., ., 9%, ., ., ., -12%, -21%
CCOC(=O)N1CCC(NC(=O)Cn2ncc3ccccc32)CC1
  -2%, -0.1%, -20%, 4.8%, 0.35, -0.23, -6%, 0.25, 1%, 0.11, -65%, 2%
CC(C)CN(C(=O)CN1CCN(c2ccc(F)cc2)CC1)c1c(N)n(CC(C)C)c(=O)[nH]c1=O
  1%, 0.2%, -22%, 1.4%, 0.28, -0.25, 6%, 0.67, 2%, -0.24, -39%, 7%
CCOc1cc(C(=O)OCC(=O)Nc2cccc(C)c2)ccc1OCC(=O)N1CCOCC1
  3%, -0.1%, -26%, -0.9%, 0.37, -0.25, 4%, 0.48, 19%, -0.17, 8%, -13%
Cc1noc(-c2ccc(Cl)cc2)c1C(=O)O/N=C(\N)c1ccc(C(C)(C)C)cc1
  4%, 2.7%, 84%*, 2.2%, 0.19, -0.14, 17%, -0.49, -6%, -0.015, 23%, -38%
CCOC(=O)C1CCN(CC(=O)c2c(C)[nH]c3ccccc23)CC1
  6%, 0.5%, ., 1.0%, 0.59, -0.25, 5%, 1.1, -1%, 0.59, -2%, -1%
COCCCN1C(=O)c2ccc(C(=O)Nc3ccc(C)cc3C)cc2C1=O
  ., 0.0%, 0%, 1.6%, ., ., 6%, ., ., ., 14%, 11%
O=C(O)Cn1nnc(-c2ccc(OCc3ccccc3Cl)cc2)n1
  ., 0.2%, -8%, -3.7%, ., ., 15%, ., ., ., -10%, -12%
CCOC(=O)c1sc(C)c2c(=O)n(Cc3ccc(Cl)cc3)cnc12
  6%, 0.0%, -10%, -1.4%, 0.21, -0.25, 28%, 0.14, 9%, -0.3, 23%, 26%
COc1ccc(C)cc1NC(=O)C1CCCN(S(=O)(=O)c2ccc(-n3cnnn3)cc2)C1 (stereo not drawn)
  ., 0.5%, -31%, 3.2%, ., ., 6%, ., ., ., 7%, 0%
O=C(COC(=O)c1cccnc1)c1ccc(Cl)cc1
  1%, -0.1%, 3%, -2.0%, -0.35, -0.11, 15%, -1, 4%, 0.59, -30%, 2%
O=C(Nc1ccnn1C1CCN(Cc2ccccc2)CC1)C1CCCC1
  ., -0.1%, -38%, -1.8%, ., ., -3%, ., ., ., 24%, -11%
O=C(Nc1ccccc1)c1ccccc1N=Cc1ccccc1O
  10%, -0.1%, -44%, 4.6%, -0.56, -0.3, 7%, -0.52, -31%, 0.59, -12%, -54%
CCC(=O)NC(=S)Nc1ccc(NC(=O)COc2ccccc2)cc1
  11%, 0.1%, 12%, 10%, -0.084, -0.16, -4%, -0.09, -7%, 0.095, 14%, -14%
Cc1cc2cc(CN(Cc3ccc4c(c3)OCO4)Cc3nnnn3C3CCCC3)c(=O)[nH]c2cc1C
  2%, -0.2%, -4%, 36%, -0.41, -0.22, 17%, -1.1, -6%, 1.1, 10%, 7%
Cc1cnc(C(=O)Nc2cc(F)ccc2C)cn1
  5%, 0.2%, -19%, -8.2%, 0.14, -0.27, 29%, -0.17, -2%, -0.5, 19%[20 µM], -2%
C/C(CC(=O)NC(C)(C)C)=N\NC(=O)c1ccco1
  -1%, 0.3%, 5%, -3.0%, 0.36, -0.23, 2%, 0.38, 7%, -0.43, -15%, 9%
Cc1cc(C)c2nc(NNC(=O)c3cc(=O)c4ccccc4o3)sc2c1
  -4%, -0.1%, -4%, -3.5%, -0.22, 1.1, 75%, -1.2, 7%, 0.38, -20%, -8%
O=C(Nc1cccc2ccccc12)N1CCN(c2ccc(F)cc2)CC1
  2%, -0.1%, -13%, -4.0%, 0.025, -0.16, 9%, -0.58, -9%, -0.5, 2%, 5%
CCOc1ccc(C2c3[nH]c4ccccc4c3CCN2CCCn2cccn2)cc1 (stereo not drawn)
  5%, -0.3%, -25%, 3.8%, 0.11, -0.14, 26%, -0.12, 0%, -0.0049, 39%, 1%
CCn1c(CSc2nc3ccccc3n2C)nc2ccccc21
  3%, -0.3%, 17%, -8.3%, 0.35, -0.21, -7%, 0.086, 7%, 0.24, 34%, 13%
O=S(=O)(c1cccc(-c2nc3n(n2)Cc2ccccc2-3)c1)N1CCCCC1
  0%, -0.1%, 29%, -2.8%, -0.19, -0.13, 1%, -0.33, -7%, 0.14, -18%, -12%
C/C(Cl)=C/CSc1nc2c(c(=O)[nH]c(=O)n2C)n1C(C)C
  -2%, -0.3%, 28%, -4.3%, 0.53, -0.27, 4%, 0.32, 7%, 0.076, -32%, 16%
Cc1ccnc2nc(C(=O)OCCOc3ccc(F)cc3)nn12
  -1%, -0.3%, -11%, -2.0%, 0.18, -0.14, 3%, 0.2, -5%, -0.27, -18%, 10%
CCCN(CC1CC1)C(=O)CSc1ncnc2sccc12
  8%, 0.1%, -33%, 0.3%, 0.18, -0.31, 19%, -0.47, 7%, 0.49, -5%, 9%
O=S(=O)(c1ccc(Br)c2nsnc12)N1CCOCC1
  12%, 0.1%, -20%, -0.8%, 1, 0.22, -2%, 0.044, 0%, -0.48, 10%, -4%
Cc1cc(C(=O)NNc2ccc(C)c(C)c2)no1
  5%, -0.2%, -7%, 0.1%, -0.27, -0.23, -20%, -0.044, 4%, -1.3, 16%, -164%
Oc1ccc2ccccc2c1C=NCc1cn2ccsc2n1
  10%, -0.2%, 14%, -4.4%, 0.091, 0.29, -3%, -0.3, -1%, 0.68, 34%, 11%
N#C/C(=C\c1ccc[nH]1)C(=O)NCC1CCCO1 (stereo not drawn)
  10%, 0.6%, -4%, 2.8%, 0.074, -0.31, -13%, 0.07, 38%, 0.53, 0%, -1%
Cc1ccsc1/C=C1/SC(N2CCOCC2)=NC1=O
  10%, -0.3%, -36%, -4.2%, -0.12, -0.21, -11%, -0.4, 19%, -0.48, 9%, -18%
Cc1ccccc1CNC(=O)Cn1cnc(S(=O)(=O)N2CCCC2)c1
  ., 0.3%, -15%, -3.3%, ., ., 3%, ., ., ., -6%, -1%
NC(=O)c1ccccc1N(Cc1ccccc1)S(=O)(=O)c1ccccc1
  8%, -0.1%, -16%, -6.3%, -0.13, -0.13, -3%, 0.025, 3%, 0.29, -3%[20 µM], 2%
Cc1ccc(C)c2[nH]c(=O)c(C(c3nnnn3CCc3ccccc3)N3CCOCC3)cc12 (stereo not drawn)
  12%, 0.1%, 12%, 6.1%, -0.22, -0.26, -11%, -0.64, -11%, 0.26, 2%, 6%
CC1Oc2ccccc2N(CC(=O)c2ccc(F)cc2)C1=O (stereo not drawn)
  4%, 0.5%, -4%, 9.1%, -0.26, -0.33, 0%, -0.69, -6%, 0.95, -40%, -16%
COc1ccc(S(=O)(=O)N2CCC[C@H]2C(=O)NC2=NCCS2)cc1
  5%, -0.1%, 10%, 0.4%, -0.98, -0.2, 1%, -0.51, 7%, 0.13, -16%, 16%
O=c1[nH]ncc(NCCc2ccccc2)c1Cl
  4%, -0.3%, -27%, -2.6%, -0.06, -0.34, ?, -0.69, -5%, 1.1, 12%[20 µM], 8%
CN(C(=O)COc1ccccc1C(=O)NCCc1ccccc1)c1ccccc1
  -1%, 0.1%, -34%, 6.5%, -0.67, -0.33, 16%, -0.49, 10%, 1.2, 19%, -26%

Compounds above that have an NH in an aromatic ring:
The line under a structure holds: P. falciparum M1AAP, GPR55 activation, NOD1 inhibition, KOR beta-arrestin-1, Dynein cargo inh nuclear GR-EGFP, Dynein cargo inh cytoplasmic EGFP, AID2073, Dynein cargo inh, M17LAP inhibition, Dynein cargo inh cell count, KOR beta-arrestin-2, HEK293 NOD2/NF-kB
CC(C)CN(C(=O)CN1CCN(c2ccc(F)cc2)CC1)c1c(N)n(CC(C)C)c(=O)[nH]c1=O
  1%, 0.2%, -22%, 1.4%, 0.28, -0.25, 6%, 0.67, 2%, -0.24, -39%, 7%
CCOC(=O)C1CCN(CC(=O)c2c(C)[nH]c3ccccc23)CC1
  6%, 0.5%, ., 1.0%, 0.59, -0.25, 5%, 1.1, -1%, 0.59, -2%, -1%
Cc1cc2cc(CN(Cc3ccc4c(c3)OCO4)Cc3nnnn3C3CCCC3)c(=O)[nH]c2cc1C
  2%, -0.2%, -4%, 36%, -0.41, -0.22, 17%, -1.1, -6%, 1.1, 10%, 7%
CCOc1ccc(C2c3[nH]c4ccccc4c3CCN2CCCn2cccn2)cc1 (stereo not drawn)
  5%, -0.3%, -25%, 3.8%, 0.11, -0.14, 26%, -0.12, 0%, -0.0049, 39%, 1%
C/C(Cl)=C/CSc1nc2c(c(=O)[nH]c(=O)n2C)n1C(C)C
  -2%, -0.3%, 28%, -4.3%, 0.53, -0.27, 4%, 0.32, 7%, 0.076, -32%, 16%
N#C/C(=C\c1ccc[nH]1)C(=O)NCC1CCCO1 (stereo not drawn)
  10%, 0.6%, -4%, 2.8%, 0.074, -0.31, -13%, 0.07, 38%, 0.53, 0%, -1%
Cc1ccc(C)c2[nH]c(=O)c(C(c3nnnn3CCc3ccccc3)N3CCOCC3)cc12 (stereo not drawn)
  12%, 0.1%, 12%, 6.1%, -0.22, -0.26, -11%, -0.64, -11%, 0.26, 2%, 6%
O=c1[nH]ncc(NCCc2ccccc2)c1Cl
  4%, -0.3%, -27%, -2.6%, -0.06, -0.34, ?, -0.69, -5%, 1.1, 12%[20 µM], 8%
